Screening results as filed in PubChem.
S100A4 inh HTS – inhibitors of S100A4-myosin IIA peptide binding, primary screen, biochemical, fluorescence polarization, TAMRA-MyoIIA peptide. Protein S100-A4 (Homo sapiens), P26447. actives 0.14% (n = 360,000). inhibition, % at 10.7 µM;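 active means mean inhibition of at least 70% across replicates, with every replicate also reaching that level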
Target sequence (P26447 whole entry, looked up): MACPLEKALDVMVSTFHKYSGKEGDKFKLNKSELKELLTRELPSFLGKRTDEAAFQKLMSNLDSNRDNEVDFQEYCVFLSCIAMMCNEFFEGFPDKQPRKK
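System – human S100A4 monomer protein, biochemical binding assay · Buffer or medium – Calcium-containing HEPES buffer, pH 7.2 · Timing – 5 min between mix addition and reading · Also added – TAMRA-labelled myosin IIA heavy-chain peptide probe, 5 nM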
Casp6 inh – human caspase-6 inhibitors, primary screen, biochemical, VEID-R110 fluorescence, single point, set 2. P55212. purified caspase-6, Z-VEID-R110 cleavage fluorescence. inhibition, % at 12.5 µM. actives 0.53% (n = 350,000). AID 686996, 2013;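 active means mean inhibition across replicates at least about 35%, with every replicate also reaching that limit, limit read from the data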;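 further: 0% = median of neutral control wells and 100% = no fluorescence left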
Target sequence (P55212 24-179 limits assumed): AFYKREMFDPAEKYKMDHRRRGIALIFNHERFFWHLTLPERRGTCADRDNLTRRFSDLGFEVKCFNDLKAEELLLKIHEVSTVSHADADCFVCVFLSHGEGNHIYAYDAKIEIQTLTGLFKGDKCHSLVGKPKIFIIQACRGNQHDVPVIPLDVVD
Target sequence (P55212 194-293 limits assumed): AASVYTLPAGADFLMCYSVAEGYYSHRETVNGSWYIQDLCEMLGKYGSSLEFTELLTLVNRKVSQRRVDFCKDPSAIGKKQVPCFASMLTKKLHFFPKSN
SIRT5 block – SIRT5 desuccinylase inhibitors, primary screen, biochemical, fluorescence imaging, single point, set 5. NAD-dependent protein deacylase sirtuin-5, mitochondrial (Homo sapiens), Q9NXA8. Purified SirT5, succinyl-peptide AMC, trypsin-coupled fluorescence. inhibition, % at 15 µM. actives 1.1% (n = 330,000). AID 652115, 2013; in the data active means inhibition above about 15%
Target sequence (Q9NXA8 whole entry, looked up): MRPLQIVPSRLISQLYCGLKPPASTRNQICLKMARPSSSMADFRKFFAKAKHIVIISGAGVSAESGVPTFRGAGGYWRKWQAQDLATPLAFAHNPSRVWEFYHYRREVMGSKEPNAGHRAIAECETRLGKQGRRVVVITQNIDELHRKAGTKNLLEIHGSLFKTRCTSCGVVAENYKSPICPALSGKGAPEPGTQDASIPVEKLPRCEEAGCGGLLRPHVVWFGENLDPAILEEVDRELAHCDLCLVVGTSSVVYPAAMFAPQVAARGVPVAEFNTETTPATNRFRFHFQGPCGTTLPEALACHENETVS
C2C12 statin – suppressors of statin myotoxicity in C2C12 myotubes, primary screen, cell-based, single point, plate reader; actives 0.78% (n = 330,000); rescue of ATP level, % at 7.49 µM; AID 602340, 2012; C2C12 myotubes + simvastatin, ATP luminescence, 48 h; scaled: DMSO 0, geranylgeraniol control 100;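 active means mean ATP rescue above about 67%, or every replicate alone reaching that limit, limit read from the data, passing the limit was not always enough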;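 further: myotubes were challenged with 10 µM simvastatin during compound exposure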
esBAF inh – Bmi1 luciferase reporter increase in mESCs, primary screen, esBAF inhibitor project, mouse ES cells, Bmi1 luciferase knock-in, single point; reporter increase, % at 12.5 µM; 24 h; 100% = twice the neutral-well signal; actives 2% (n = 350,000); in the data active means activation above about 40%;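 further: 0% = median of the plate's neutral control wells and 100% = double that signal; a rise in the Bmi1 reporter signal indicates esBAF inhibition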
LGR2 inh – inhibitors of bursicon-induced LGR2 CRE-luciferase signal, primary screen, cell-based, HEK293, CRE-luciferase reporter, bursicon stimulation; Drosophila bursicon receptor LGR2 (rickets); bursicon-stimulated, 4 h; inhibition, % at 9.99 µM; actives 0.35% (n = 380,000);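 active means drop in luminescence signal, shown as inhibition above about 50% in the replicate tests, limit read from the data, passing the limit was not always enough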;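 further: agonist challenge used bursicon conditioned medium at about half maximal strength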
FN deposit inh – inhibitors of fibronectin matrix deposition, primary screen, AH1F cells, Alexa488-fibronectin fluorescence, plate reader | inhibition, % at 12.6 µM | AH1F fibroblasts, overnight | actives 0.086% (n = 350,000) | AID 743247, 2014;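 active means mean inhibition across replicates of 30% or more, regardless of how many single replicates reach that level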;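 further: positive control wells lacked labelled fibronectin entirely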
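Test system: AH1F fibroblast monolayer depositing Alexa488-labelled fibronectin into matrix. Input: 10000 cells per well. Technique: fluorescence, ex 485 nm, em 525 nm. Buffer or medium: DMEM plus 2% serum, read in PBS. Timing: 1 h cell adhesion before compound, then overnight fibronectin incubation. Compound: single dose, pinned. Read-out basis: inhibition from reduced deposited-fibronectin fluorescence.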
Active calls of the source: *; . = no result given; & = joins results of further samples; ! = repeats disagree. A portion of the library; rates above refer to the full screens.

molecule	S100A4 inh HTS	Casp6 inh	SIRT5 block	C2C12 statin	esBAF inh	LGR2 inh	FN deposit inh
CCC/S(C)=N/S(=O)(=O)c1ccc(C)cc1 (stereo not given)	-4	0	-4	.	.	-2	6
O=C(c1ccccc1)C1CCN(C(=O)c2ccco2)CC1	-3	2	-5	5	6	10	3
COC(=O)c1ccccc1NC(=O)COC(=O)Cc1ccc(S(=O)(=O)N2CCOCC2)s1	-5	-12	3	1	-5	21	-6
CC(C)Oc1ccc(C(=O)NNC(=O)c2ccccc2C(=O)O)cc1	-7	-4	-3	.	.	8	0
N#C[C@@H]1[C@@H](c2ccc(C#CCC3CCCC3)cc2)[C@H](CO)N1C(=O)CN1CCOCC1	-4	-2	-1	18	4	-18	2
Cn1cc([N+](=O)[O-])c(C(=O)Nc2ccc(C3CCCCC3)cc2)n1	-5	2	-4	.	.	-31	8
CCN(CC)CCNC(=O)C1(O)c2cc(Br)ccc2NC(=O)N1c1ccccc1 (stereo not given)	-7	-2	1	6	-4	-9	1
Cc1ccc(N(Cc2cc3ccc(C)cc3[nH]c2=O)S(=O)(=O)c2ccccc2)c(C)c1	6	-3	-3	-2	0	-7	-6
NCC[C@@H]1CC[C@@H](NS(=O)(=O)c2ccc(Cl)cc2)[C@@H](CO)O1	6	2	0	4	7	15	-5&-9
O=C(N/N=C/c1ccc(N2CCOCC2)cc1)C1COc2ccccc2O1 (stereo not given)	1	2	-7	.	.	34	-3
COc1ccc(N2CC(C(=O)NCc3nnnn3-c3ccc(C)c(C)c3)CC2=O)cc1 (stereo not given)	0	-2	-2	.	.	-17	-2
CC(C)Nc1ncnc2c1cnn2-c1ccccc1	-3	2	-3	-5	12	-22	-12
CCCNC(=O)NC[C@@H]1[C@@H](c2ccc(C3=CCCCC3)cc2)[C@@H](CO)N1C(C)=O	13	-2	10	2	-4	3	-3
C[C@H](CO)N1C[C@H](C)[C@@H](CN(C)S(=O)(=O)c2cccs2)Oc2ccc(NC(=O)Cn3cnnn3)cc2C1=O	-7&-8	0&-5	-3&0	3&5	5&-6	0&6	-8&6
Cc1ccc(S(=O)(=O)Nc2ccc3c(c2)C(=O)N([C@@H](C)CO)C[C@H](C)[C@@H](CN(C)C(=O)Nc2c(C)noc2C)OCCCC[C@H](C)O3)cc1	-4	-3	-3	.	-5	6	-12
O=C(N[C@H]1CC[C@H](CCNS(=O)(=O)Cc2ccccc2)O[C@@H]1CO)c1cnccn1	21	2	-4	1	-14	-3	12
O=C(NC(=S)Nc1ccccc1O)c1ccc(Cl)cc1Cl	41	5	-3	-10	35	-7	.
O=C1CN(S(=O)(=O)c2ccc(F)cc2)c2ccccc2N1	2	-2	1	3	2	1	12
CC(C)NC(=O)N1CCCCN2[C@H](CO)[C@@H](c3ccc(C#Cc4ccccc4F)cc3)[C@@H]2C1	-9	-3	4	-12	3	14	.
Cc1cn([C@H]2C[C@H](O)[C@@H](CNC(=O)c3ccccn3)O2)c(=O)[nH]c1=O	0	-2	.	-8	-4	2	7
O=C(C[C@H]1C=C[C@@H](NC(=O)C2CCOCC2)[C@H](CO)O1)NCC1CCCCC1	11	-4	1	-2	6	6	-1
COc1ccc(NC(=O)c2ccc(NC(=O)C3CC3)cc2)cc1	2	-2	-6	-4	2	2	-3
COC(=O)CSc1ncnc2c1cnn2-c1ccc(C)cc1C	1	0	-1	.	.	4	2
O=C(CSc1nnc(COc2ccc(Cl)cc2)o1)N1CCN(c2ccccc2)CC1	4	-2	3	-3	-7	-7	7
CCn1c2ccccc2c2cc(NC(=O)CNCC3CCCO3)ccc21 (stereo not given)	1	-3	0	.	.	22	4
CCC(C)NC(=O)C(NS(=O)(=O)c1cccc2nsnc12)c1ccccc1 (stereo not given)	.	.	.	5	0	.	2
NS(=O)(=O)c1ccc(CCNC(=O)c2cc(-c3ccccn3)nc3ccc(Br)cc23)cc1	-30	-1	1	.	.	3	.
C/C(N)=C(/C#N)C(=O)CSc1nnc(Nc2cccc(C)c2C)s1	-2	4	3	13&-2	86*!	-16	0&7
CC(C)CCNC(=O)C1CCC(=O)N1CCc1ccccc1 (stereo not given)	0	0	-2	2	0	-18	-2
COc1ccc(C2=NN3C(C2)c2ccccc2OC3c2cccs2)cc1 (stereo not given)	-18	-6	3	.	.	-122	0
CC(C)(C)NC(=O)/C(=C\c1cccnc1)NC(=O)c1ccco1	-1	0	.	.	.	25	2
CCOC(=O)Cc1nnc(NC(=O)c2cccc(OCC)c2)s1	.	.	.	8	8	-7	.
CCN(CC)S(=O)(=O)c1ccc(N2CCOCC2)c(NS(=O)(=O)c2cccs2)c1	-1	1	0	3	-4	5	2
CC(C)(C)C(=O)Nc1nnc(SCC(=O)NCc2cccs2)s1	.	.	.	-7	0	.	1
COc1cccc(NC(=S)N(Cc2ccc(Cl)cc2)Cc2ccc(C(=O)O)cc2)c1	-3	0	1	3	0	5	9
COCC#Cc1cnc2c(c1)C(=O)N([C@@H](C)CO)C[C@@H](C)[C@H](CN(C)C(=O)c1cccc(F)c1)O2	11	-2	6	-1	-2	-13	8
CCn1cnc2scc(-c3ccc(C)c(C)c3)c2c1=O	-1	1	-1	.	.	-29	0
COC(=O)c1c(N2C(=O)Nc3ccccc3N2O)sc2c1CCCC2	-4	-3	0	.	.	-2	-1
O=C(COC(=O)COc1ccc(Cl)cc1)NC1CCCCCC1	1	-3	-3	3	12	12	1
Cc1ccc2nc(N(CCCN(C)C)C(=O)c3ccc(Br)s3)sc2c1	-2	-3	-7	8	-18	-3	1

Complete entries, quoted from the list. Order of values: S100A4 inh HTS | Casp6 inh | SIRT5 block | C2C12 statin | esBAF inh | LGR2 inh | FN deposit inh
`CCn1cnc2scc(-c3ccc(C)c(C)c3)c2c1=O` across the screens: -1 | 1 | -1 | . | . | -29 | 0
`C/C(N)=C(/C#N)C(=O)CSc1nnc(Nc2cccc(C)c2C)s1` across the screens: -2 | 4 | 3 | 13&-2 | 86*! | -16 | 0&7

Next part:
molecule	S100A4 inh HTS	Casp6 inh	SIRT5 block	C2C12 statin	esBAF inh	LGR2 inh	FN deposit inh
CCCC(=O)Nc1ccc2c(c1)C(=O)N(C)[C@@H]1CC[C@@H](CC(=O)NCc3cccc(F)c3)O[C@H]1CO2	.	.	.	-8	-3	-10	5
Cc1noc(C)c1NC(=O)Nc1ccc2c(c1)C(=O)N([C@@H](C)CO)C[C@H](C)[C@@H](CN(C)S(C)(=O)=O)OCCCC[C@H](C)O2	-23	1	2	.	4	7	.
C[C@@H]1CN([C@H](C)CO)C(=O)Cc2cc(NC(=O)CCCCCC(=O)Nc3ccccc3N)ccc2O[C@@H]1CN(C)CC1CC1	0	.	-2	0	2	-2	.
O=C(COc1ccccc1Cl)NCC(c1cccs1)N1CCOCC1 (stereo not given)	-1	0	-1	2	.	-3	0
Cc1ccccc1-c1cc(C(=O)NCC2CC2)n(CC2CC(c3cccnc3)=NO2)n1 (stereo not given)	6	.	.	-10	7	-4	-4
N#C/C(=N\Nc1ccccc1)C(=N)N1CCOCC1	-6	4	1	.	.	-4	-2
Cc1ccccc1Nc1nnc(SCC(=O)c2c(N)n(C3CC3)c(=O)[nH]c2=O)s1	-6	2	-4	1	5	5	8
Cc1ccc2nc(-c3ccc(Br)cc3)cn2c1	-8	-2	-6	-14	-78	96*	-1
CC(Sc1nc(N)cc(N)n1)C(=O)NCC1CCCO1 (stereo not given)	-2	2	-2	4	-4	2	0
CC=Cc1ccc2n(c1=O)C[C@@H]1[C@@H](CO)[C@H](C(=O)N[C@H](C)c3ccccc3)N(C(=O)c3ccccn3)[C@H]21 (mixture of isomers)	-19	1	11	19	-10	6	-9
NC(=O)C1CCN(C(=O)C2CCN(S(=O)(=O)c3ccccc3)CC2)CC1	-4	0	-4	9	-6	22	-2
COc1cccc(C(=O)Nc2ccc(NC(=O)Cc3ccccc3)cc2)c1	-18	0	-2	3	-5	-23	0
O=C(CN(C(=O)CCC(=O)Nc1ccccn1)c1cccc(F)c1)NCc1ccc2c(c1)OCO2	-3	-1	-2	11	7	12	-2
COc1ccc(NC(=O)/C(=C/c2cccs2)NC(=O)c2ccco2)cc1	-4	1	-3	-6	-3	.	0
CO[C@@H](CN(C)C(=O)Nc1ccc(C(F)(F)F)cc1)[C@H](C)CN(Cc1ccccc1Cl)[C@@H](C)CO	5	-2	4	-31	-5	4	18
CCN(Cc1ccncc1)C(=O)c1cc(COc2ccc(C)c(C)c2)on1	5	0	-4	1	8	-6	1
COc1ccc(NC(=O)CSc2c3c(nc4ccccc24)CCCC3)c(OC)c1	.	.	.	3	-4	-9	4
COc1ccc(OC)c(/C=N/NC(=O)c2ccncc2)c1	3	-3	3	2	-8	-11	0
Cc1sc(NC(=O)c2ccccc2)c(C(c2ccc(Cl)cc2)N2CCN(CCO)CC2)c1C (stereo not given)	6	0	-1	-11	-1	.	2
C[C@@H]1CN([C@H](C)CO)C(=O)c2cc(NC(=O)Nc3cccc4ccccc34)ccc2O[C@@H](C)CCCCO[C@@H]1CN(C)Cc1ccc(C(=O)O)cc1	4	-1	2	.	-2	25	.
CCCNC(=S)Nc1ccc2nc(-c3ccccn3)c(-c3ccccn3)nc2c1	.	.	.	-6	12	.	5
O=C(CN1CCN(Cc2ccccc2F)C1=O)NCCc1ccc(Cl)cc1	1	3	2	5	0	13	6
O=C(Nc1ccc(Oc2ccsc2C(=O)O)cc1)c1ccccc1	-5	2	-2	-7	5	-1	10
COc1ccc(-c2ccc3c(c2)[C@@H]2[C@@H](CCN2S(=O)(=O)c2ccccc2F)[C@@H](CO)N3)cc1	.	.	.	-13	-2	13	7
CN(C)CC(=O)N[C@H]1CC[C@H](CCNC(=O)C2CCCC2)O[C@H]1CO	-5	-19	5	3	4	-6	.
Cc1cccc(CN2CCN(C3CN(C4CCCC4)S(=O)(=O)C3)CC2)c1 (stereo not given)	7	-7	-3	3	-7	-3	4
COc1ccccc1NCC(=O)n1nc(C)cc1C	0	-2	-7	.	.	.	-3
NC(=O)CSc1nnnn1-c1ccccc1Cl	-5	7	0	6	-2	14	9
Cc1ccc(C(=O)Nc2ccccc2)cc1S(=O)(=O)N1CCN(C)CC1	0	0	-3	-7	5	-5	15
Cc1ccc(S(=O)(=O)N(C)C[C@H]2Oc3ccc(NC(=O)Nc4c(C)noc4C)cc3C(=O)N([C@H](C)CO)C[C@H]2C)cc1	2	-2	1	2	-10	12	.
O=C(Nc1cccc(S(=O)(=O)N2CCCCCC2)c1)C1=COCCO1	-2	3	0	-20	13	13	-2
FC(F)(F)c1cc(-c2ccccc2)nc(-n2cc(Cl)cn2)n1	2	1	14	0	-9	-18	-7
O=[N+]([O-])c1ccc(CN2CCN(c3ccc(F)cc3)CC2)o1	28	4	1	7	-4	-1	4

Entries listed so far with a cyano group, in the order listed:
molecule	S100A4 inh HTS	Casp6 inh	SIRT5 block	C2C12 statin	esBAF inh	LGR2 inh	FN deposit inh
N#C[C@@H]1[C@@H](c2ccc(C#CCC3CCCC3)cc2)[C@H](CO)N1C(=O)CN1CCOCC1	-4	-2	-1	18	4	-18	2
C/C(N)=C(/C#N)C(=O)CSc1nnc(Nc2cccc(C)c2C)s1	-2	4	3	13&-2	86*!	-16	0&7
N#C/C(=N\Nc1ccccc1)C(=N)N1CCOCC1	-6	4	1	.	.	-4	-2
